Compound activity: PubChem BioAssay, several laboratories
PfM18AAP inh: blocks P. falciparum M18 aspartyl aminopeptidase; recombinant PfM18AAP, H-Glu-NHMec fluorogenic cleavage; inhibition, % at 7.35 µM; 290,000 tested, 1.2% active; AID 1822;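 active means inhibition above the campaign mean inhibition over all tested compounds plus 3 SD, cut at about 28% in these data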;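 further: 0% = plate median of test compound wells and 100% = 2 mM ZnCl2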
UBC9 SUMO inh: blocks human SUMOylation mediated by UBC9. P63279. HTRF SUMOylation assay, SAE1/SAE2 + UBC9, in vitro. inhibition, % at 35 µM. 290,000 tested, 0.36% active. AID 2006; in the data active means inhibition above about 50%, passing the limit was not always enough; further: strong numbers were not always called active
Target sequence (P63279 whole entry, looked up): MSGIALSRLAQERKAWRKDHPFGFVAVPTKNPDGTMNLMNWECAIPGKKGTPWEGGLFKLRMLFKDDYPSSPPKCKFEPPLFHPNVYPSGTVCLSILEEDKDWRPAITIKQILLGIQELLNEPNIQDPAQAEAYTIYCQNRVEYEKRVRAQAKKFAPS
MEKK2mut PB1 HTS: signal of MEK5 binding to mutant human MEKK2 PB1 domain. bead flow cytometry, Alexa488-MEK5 binding to MEKK2 mutant. percent response, % at 10 µM. AID 1530. 290,000 tested, 0.35% active; in the data active means percent response above about 24%, passing the limit was not always enough; further: inactives centre near 1; some results filed as inactive read as strong as hits
IMP-1 inh: blocks Pseudomonas aeruginosa IMP-1 metallo-beta-lactamase | purified IMP-1, nitrocefin hydrolysis, epi-absorbance fluorescence | inhibition, % at 5.6 µM | 290,000 tested, 0.45% active | AID 1556;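 active means inhibition above the mean plus 3 SD of all compounds in the same screening run, cut at about 4.5% in these data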;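 further: 0% = IMP-1 with DMSO and 100% = DMSO wells lacking enzyme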
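Test system: recombinant IMP-1 enzyme, purified / Medium: HEPES buffer pH 7.1 with ZnSO4 and Brij 35 / Doses: single dose, 5.6 µM / Times: 25 °C, 15 min preincubation, 25 min reaction / Detection: Epi-absorbance via hydrolysed-nitrocefin quenching of white-plate fluorescence, 480/530 nm, EDTA stop / Evaluation: percent inhibition from optical density relative to buffer-blank wells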
MEKK2 WT-MEK5: raises or lowers MEK5 binding to wildtype human MEKK2 PB1 domain; Q9Y2U5; bead flow cytometry, Alexa488-MEK5 binding to MEKK2 WT; actives lie on both sides; binding response (% of control), % at 10 µM; 290,000 tested, 1.1% active; in the data active means binding response below about 67% or above about 130%
NALP1 yeast inh: blocks the NALP1 inflammasome reconstituted in yeast; S. cerevisiae NALP1/ASC/caspase-1 growth, X-gal OD620, 72 h; inhibition, % at 10 µM; 280,000 tested, 0.61% active; in the data active means inhibition mostly above about 24%, no sharp cut-off; inactive means mostly below about 32%; further: some compounds called inactive have numbers as strong as hits
VIM-2 inh: inhibitors of Pseudomonas aeruginosa VIM-2 metallo-beta-lactamase | purified VIM-2, nitrocefin hydrolysis, epi-absorbance fluorescence | inhibition, % at 5.6 µM | 290,000 tested, 0.89% active;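 active means inhibition above the mean of all tested compounds plus 3 SD, cutoff set per screening run, cut at about 7.5% in these data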;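 further: red hydrolysis product quenches plate fluorescence so inhibitors raise well fluorescence; 0% = enzyme with DMSO and 100% = DMSO without enzyme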
HCV NS3 hel inh: blocks Hepatitis C virus NS3 helicase unwinding | AID 1800 | 290,000 tested, 0.56% active | NS3 helicase DNA unwinding, Cy5 molecular beacon fluorescence | inhibition, % at 10.9 µM;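 active means inhibition above the mean of all tested compounds plus 3 SD, set per campaign, cut at about 35% in these data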;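 further: 0% = DMSO wells and 100% = thioflavine S control wells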
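Material: hepatitis C virus NS3 helicase domain fragment enzyme; measured by: Cy5 fluorescence, 0 and 60 min reads; control set: DMSO and thioflavine S; incubation: 60 min unwinding reaction at 25 °C after ATP addition; read-out basis: % inhibition from 60/0 min fluorescence ratio, DMSO 0%, thioflavine S 100%; repeats: singlicate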
FID counter: fluorescent intercalator displacement, NS3 helicase counter-screen; DNA fluorescent intercalator displacement, fluorescence; inhibition, % at 7.9 µM; 290,000 tested, 0.17% active; AID 1845; in the data active means inhibition above about 37%;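 further: 0% = vehicle and 100% = reference compound; higher means more ethidium bromide displaced from hairpin DNA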
The depositor's hits bear a star; . = no result given.

SMILES	PfM18AAP inh	UBC9 SUMO inh	MEKK2mut PB1 HTS	IMP-1 inh	MEKK2 WT-MEK5	NALP1 yeast inh	VIM-2 inh	HCV NS3 hel inh	FID counter
COc1cc(NC(=O)COc2ccc(Cl)cc2)ccc1NC(=O)C(C)C	1	16	12	-2.2	107	.	-0.2	4	-23
Cc1cc(OC(=O)c2ccc(S(=O)(=O)N3CCCCC3)cc2)c([N+](=O)[O-])c(=O)[nH]1	10	8	5	-2.3	101	-7	-1.4	6	-5
COc1cc2c(cc1OC)C(=O)CCS2	2	20	6	-3.0	106	19	-1.7	-9	0
Oc1ccc(/C=N/N=C(c2ccccc2)c2ccccc2)c(O)c1O	24	29	4	0.3	96	23	-0.9	52*	-23
c1ccc2c(c1)CCN(Cc1nnnn1Cc1ccc3c(c1)OCO3)C2	-1	-4	5	-5.0	110	-67	-1.1	-7	-18
COc1cccc(NC2SC(=O)N(c3ccccc3)C2=O)c1 (stereo not drawn)	35*	4	2	1.3	112	26	4.0	10	-9
Cc1cccc(C)c1OCc1nnc2c3cnn(C)c3ncn12	-12	26	-6	-0.3	95	18	0.6	-7	2
Cc1nn(C)cc1NC(=O)CCSc1nc(-c2ccco2)cc(C(F)(F)F)n1	7	-4	-3	-2.8	93	4	-3.1	-1	-14
Cc1ccc([N+](=O)[O-])c2cccnc12	-6	24	4	-1.5	108	12	-3.0	-4	-1
CS(=O)(=O)Nc1cc2c3c(c1)CCC(=O)N3CCC2	2	0	-1	-2.0	97	11	1.1	2	35

Entries listed so far marked active in HCV NS3 hel inh.
SMILES | PfM18AAP inh | UBC9 SUMO inh | MEKK2mut PB1 HTS | IMP-1 inh | MEKK2 WT-MEK5 | NALP1 yeast inh | VIM-2 inh | HCV NS3 hel inh
Oc1ccc(/C=N/N=C(c2ccccc2)c2ccccc2)c(O)c1O | 24 | 29 | 4 | 0.3 | 96 | 23 | -0.9 | 52*

More records follow:
SMILES	PfM18AAP inh	UBC9 SUMO inh	MEKK2mut PB1 HTS	IMP-1 inh	MEKK2 WT-MEK5	NALP1 yeast inh	VIM-2 inh	HCV NS3 hel inh	FID counter
Cc1cc(NC(=O)CCC(=O)N(c2ccccc2)C(C(=O)NC2CCCC2)c2ccncc2)no1 (stereo not drawn)	3	-48	-2	-1.0	100	-3	-3.1	-4	-13
Cc1cc(C)n(-c2ccc(C(=O)Nc3ccc(S(=O)(=O)N(C)C)cc3)cc2)n1	1	8	0	-2.4	100	34	-1.8	-9	-24
CCOC(=O)c1c(N2C(=O)Nc3cc(Cl)c(Cl)cc3N2O)sc2c1CCCCC2	-1	42	9	-1.1	112	-1	-3.1	16	1
Cn1c(SCC(=O)OC2CCCCC2)nnc1-c1ccc2c(c1)OCO2	2	-8	-3	-1.0	94	0	-2.1	-2	-18
CCOC(=O)C(C)Oc1ccc2c(-c3cccc([N+](=O)[O-])c3)cc(=O)oc2c1 (stereo not drawn)	-3	-16	11	-2.1	117	18	-1.4	-5	1
CCOC(=O)c1cc(-c2ccccc2)sc1NC(=O)CSc1nncs1	-5	-6	-2	-3.9	105	24	-2.2	20	-8
COc1ccccc1CCc1nnc(CCC(=O)NCC[C@@H]2C[C@@H]3C=C[C@H]2C3)o1	5	6	-1	-3.0	100	-11	-4.7	0	-25
CCOc1ccccc1NC(=O)CSc1nnc(-c2ccccc2Cl)n1Cc1ccco1	-12	14	8	-1.7	103	6	-0.7	-1	-40
COc1ccccc1N(CC(=O)NC(C)(C)C)C(=O)CCC(=O)Nc1nccs1	10	-4	7	-2.5	113	-14	-3.3	11	-30
CCOC(=O)C1=C(CCc2ccccc2)NC(=O)NC1c1ccc(Br)cc1 (stereo not drawn)	-1	-8	-6	-2.9	90	2	-3.1	-17	-24
CCCOc1cccc(-c2nn(-c3ccccc3)cc2/C=C(\C#N)C(=O)NCCCn2ccnc2)c1	-7	2	1	0.1	115	6	-1.2	-41	-4
Cc1n[nH]c(=O)c2c1nnn2Cc1ccccc1Cl	-5	7	5	-3.8	103	13	-4.0	19	-5
COc1ccccc1CNC(=O)COc1ccc([N+](=O)[O-])cc1	-11	2	1	-2.0	99	15	-1.4	-2	-4
COc1ccc(Cn2c(-c3ccc(Br)cc3)c[n+]3ccccc23)cc1	-6	10	36	-1.9	140*	.	-0.4	-12	8
CCc1ccccc1N1CN(Cc2ccco2)CNC1=S	-8	4	-2	-1.6	101	4	-0.3	1	-10
CSc1nnc2c3ccccc3c3ccccc3c2n1	-23	8	.	-0.8	.	14	0.9	5	-1
CCCCC(=O)Nc1nnc(CCc2ccccc2)s1	-1	16	11	-1.5	109	9	-1.8	-1	-25
CCOc1ccccc1N1CC(C(=O)Nc2ccc(C(=O)O)cc2)CC1=O (stereo not drawn)	3	14	3	-2.3	106	1	0.9	0	-3
O=S(=O)(N1CCCCC1)n1c(Cc2ccccc2)nc2ccccc21	2	-16	-4	-2.0	94	32	-2.9	-10	-17
O=C(CSc1nnc(Cc2ccsc2)o1)c1ccccc1	-6	3	0	-2.6	101	.	-2.5	-5	-14

As entered above:
Under IMP-1 inh, COc1ccc(Cn2c(-c3ccc(Br)cc3)c[n+]3ccccc23)cc1 shows -1.9
Under MEKK2mut PB1 HTS, CCCCC(=O)Nc1nnc(CCc2ccccc2)s1 shows 11

The list continues.
SMILES	PfM18AAP inh	UBC9 SUMO inh	MEKK2mut PB1 HTS	IMP-1 inh	MEKK2 WT-MEK5	NALP1 yeast inh	VIM-2 inh	HCV NS3 hel inh	FID counter
O=C(Nc1cccc(O)c1)c1cc(-c2ccco2)on1	-6	11	5	0.1	99	49	-0.5	-2	-1
Cc1ccc(OCCn2c(=O)cnc3ccccc32)cc1	-4	17	3	-4.9	99	-44	-1.7	23	-21
COc1ccc(NC(C)=O)cc1NC(C)C(=O)Nc1cccc2ccccc12 (stereo not drawn)	9	0	-2	-4.7	94	14	-4.4	-3	-8
Oc1c(Br)cc(Br)cc1/C=N/c1nc2c(s1)CCCC2	12	.	1	-1.3	98	.	-2.0	8	-1
CC(C)c1cc(C(=O)N2CCCC(CCC(=O)NCc3ccccc3F)C2)n(C)n1 (stereo not drawn)	2	-2	.	-5.2	.	-3	-3.3	13	-25
Cc1ccccc1-n1c(=O)n(Cc2ccccc2)c(=O)c2[nH]cnc21	2	-6	1	-4.0	104	19	-3.0	13	-6
Cc1ccc(CS(=O)Cc2ccc(C(=O)NCc3ccccc3)o2)cc1 (stereo not drawn)	-1	0	1	0.0	98	19	-4.3	8	-32
CCn1c(CSc2ncn[nH]2)nc2cc(C(=O)O)ccc21	48*	2	-18	-1.3	64	12	-2.2	1	-2
CO[C@H]1C[C@@H]2CC[C@@H](C)[C@@](O)(O2)C(=O)C(=O)N2CCCC[C@H]2C(=O)O[C@H]([C@H](C)C[C@@H]2CC[C@@H](O)[C@H](OC)C2)CC(=O)[C@H](C)C=C(C)[C@@H](O)[C@@H](OC)C(=O)[C@H](C)C[C@H](C)C=CC=CC=C1C	.	-7	7	.	112	66*	.	.	.
CC(Sc1nnc(-c2cccs2)n1-c1ccccc1)C(=O)NCc1ccc2c(c1)OCO2 (stereo not drawn)	11	-10	-6	-0.3	94	-8	0.7	4	-35
CC1(C)CC(NC(=O)C(F)(F)F)CC(C)(C)N1OC(=O)c1ccco1	1	0	0	-2.0	97	-6	-1.3	-6	-22
C=CCNC(=S)N(Cc1ccccc1)Cc1ccc(F)cc1	1	-15	0	-2.8	100	1	-2.1	-1	-9
Cc1ccc(N2C(=O)C(Cl)=C(N3CCCCCC3)C2=O)cc1	-12	14	5	0.4	108	12	-0.2	-1	-1
COc1ccccc1N(Cc1ccccc1)S(=O)(=O)c1cccc(C(=O)Nc2cc(C)ccn2)c1	4	-7	9	-2.4	116	7	-1.4	-57	-18
C[C@H](NC(=O)[C@H](Cc1ccccc1)n1c(=O)[nH]c2ccccc2c1=O)C(=O)N1CCC[C@H]1C(=O)O	3	20	2	-3.3	97	14	-4.7	11	-29
Cc1cc2cc(CNC(=O)Nc3cccc(Cl)c3)ccc2n1C	0	13	11	0.6	115	25	-5.7	-15	-4
Cc1c(C)c2ccc(OC3CCCCC3=O)cc2oc1=O (stereo not drawn)	1	9	.	-4.0	.	2	-2.5	5	-12
CS(=O)(=O)Nc1ccc(C(=O)NCCSCc2ccco2)cc1	-9	0	7	-4.3	111	25	-3.4	3	-4
FC(F)(F)Oc1ccc(NC(=S)NCc2ccccc2)cc1	-4	1	23	-1.8	116	24	-2.3	5	3
O=C1NCCCC2c3c(cc(Br)c(O)c3Br)OC12N1CCCCC1 (stereo not drawn)	51*	14	-4	-5.9	95	10	-0.7	-5	-9
Cc1cccc(N2C(=O)CC(N(C(=O)c3ccco3)c3cccc(C)c3)C2=O)c1 (stereo not drawn)	0	3	1	-3.7	104	-81	-2.2	-8	-8
C=CCOc1cccc(/C=N/NC(=O)C(OC)c2ccccc2)c1 (stereo not drawn)	-5	3	7	-2.8	106	8	-2.8	-5	-32
COc1ccc(CNC(=O)CCC(=O)n2ncc3cc(C)ccc32)cc1	0	4	0	-4.3	90	0	-3.5	3	-24
O=C(Nc1ccccc1N1CCN(C(=O)c2ccc(Cl)cc2)CC1)c1cccc([N+](=O)[O-])c1	-13	1	-12	-1.5	80	24	2.0	-13	-34

Entries listed so far with a COOH group, in the order listed:
SMILES	PfM18AAP inh	UBC9 SUMO inh	MEKK2mut PB1 HTS	IMP-1 inh	MEKK2 WT-MEK5	NALP1 yeast inh	VIM-2 inh	HCV NS3 hel inh	FID counter
CCOc1ccccc1N1CC(C(=O)Nc2ccc(C(=O)O)cc2)CC1=O (stereo not drawn)	3	14	3	-2.3	106	1	0.9	0	-3
CCn1c(CSc2ncn[nH]2)nc2cc(C(=O)O)ccc21	48*	2	-18	-1.3	64	12	-2.2	1	-2
C[C@H](NC(=O)[C@H](Cc1ccccc1)n1c(=O)[nH]c2ccccc2c1=O)C(=O)N1CCC[C@H]1C(=O)O	3	20	2	-3.3	97	14	-4.7	11	-29
